Tat export inh – inhibitors of E. coli Tat protein transport. E. coli MC4100 TorA-mCherry Tat export, fluorescence. 0.036% of 340,000 active. AID 488895. inhibition, % at 10 µM;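 active = mean replicate inhibition at least 50% and at least half of replicates individually reaching 50%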;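 note: exported cargo escapes ClpAP degradation while cytoplasmic cargo is degraded and loses fluorescence; 0% = median of neutral control wells and 100% = median of NaSCN control wells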
DAGLB inh – blocks human DAGLB lipase activity; 0.059% of 340,000 active; HEK293T DAGLB membrane lysate, EnzChek fluorogenic substrate; Q8NCG7; AID 504411; inhibition, % at 5.17 µM; in the data active = inhibition above about 34%;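 note: 0% = enzyme with vehicle and 100% = wells lacking enzyme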
Target sequence (Q8NCG7 whole entry, looked up): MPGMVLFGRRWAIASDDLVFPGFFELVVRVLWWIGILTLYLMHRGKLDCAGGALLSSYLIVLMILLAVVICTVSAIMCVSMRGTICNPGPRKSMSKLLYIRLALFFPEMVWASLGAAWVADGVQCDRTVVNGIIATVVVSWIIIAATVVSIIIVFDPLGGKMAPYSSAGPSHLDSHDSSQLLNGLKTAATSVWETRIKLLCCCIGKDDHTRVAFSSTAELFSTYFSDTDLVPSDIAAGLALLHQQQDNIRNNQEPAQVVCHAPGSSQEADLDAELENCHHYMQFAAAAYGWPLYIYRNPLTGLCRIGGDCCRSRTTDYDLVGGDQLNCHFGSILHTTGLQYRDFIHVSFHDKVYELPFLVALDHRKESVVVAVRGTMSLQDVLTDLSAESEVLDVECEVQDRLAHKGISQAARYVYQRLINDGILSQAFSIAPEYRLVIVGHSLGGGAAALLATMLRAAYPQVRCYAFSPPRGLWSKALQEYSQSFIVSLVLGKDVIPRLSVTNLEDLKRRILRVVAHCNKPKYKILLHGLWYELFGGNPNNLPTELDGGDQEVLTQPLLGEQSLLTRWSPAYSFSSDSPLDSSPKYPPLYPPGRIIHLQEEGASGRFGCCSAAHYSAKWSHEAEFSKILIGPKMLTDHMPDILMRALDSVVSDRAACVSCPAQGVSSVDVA
PKA-R1A act – activators of PKA-R1A complex; 0.083% of 340,000 active; AID 504707; activation, % at 11.4 µM; P00514+P68181; PKA-R1A dissociation, Cy5-IP20 fluorescence polarization; scaled: DMSO 0%, 113 µM cGMP 100%;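 active = percent activation above the mean of all tested compounds plus 3 SD, cut at about 19% in these data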;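 note: higher means more PKAc released from R1A so a rise in polarization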
HTR5A inv ag – inverse agonist of human HTR5A in OPRM1-OPRD1 counter-screen; HTR5A cell line, luminescence, inverse agonism; inhibition, % at 9.3 µM; 0.083% of 340,000 active; AID 504634; in the data active = inhibition mostly above about 23%, no sharp cut-off; inactive = mostly below about 18%;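 note: 0% = cells with DMSO and 100% = no-cell wells with DMSO; some compounds called inactive have numbers as strong as hits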
Target sequence (P47898 whole entry, looked up): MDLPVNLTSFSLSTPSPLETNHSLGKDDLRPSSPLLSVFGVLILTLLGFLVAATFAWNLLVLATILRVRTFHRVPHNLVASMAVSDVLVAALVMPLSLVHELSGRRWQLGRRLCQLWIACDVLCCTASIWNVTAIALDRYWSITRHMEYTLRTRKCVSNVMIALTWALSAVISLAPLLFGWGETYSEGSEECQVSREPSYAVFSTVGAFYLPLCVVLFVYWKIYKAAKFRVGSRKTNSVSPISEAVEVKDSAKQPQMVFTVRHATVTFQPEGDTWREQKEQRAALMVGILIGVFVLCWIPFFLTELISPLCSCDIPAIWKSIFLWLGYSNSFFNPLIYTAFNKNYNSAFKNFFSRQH
HTR5A ag ctr – counter-screen for OPRM1-OPRD1 agonists: human HTR5A agonism | AID 504692 | P47898 | activation, % at 9.3 µM | 0.61% of 340,000 active | HTR5A agonist assay, luminescence, cell-based; in the data active = activation mostly above about 9.5%, no sharp cut-off; inactive = mostly below about 7.6%;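 note: 0% = cells with vehicle only and 100% = reference agonist; strong numbers were not always called active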
Ecoli viability – reduces bacterial viability in AddAB counter-screen. inhibition, % at 11.9 µM. E. coli V3065 growth, OD600 absorbance, 18 h. 0.27% of 330,000 active;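 active = inhibition above the campaign's mean inhibition across all tested compounds plus 3 SD, cut at about 9.9% in these data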;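 note: uninfected addAB+ strain grown without phage in ampicillin broth; 0% = DMSO wells and 100% = ciprofloxacin 0.95 µg/ml wells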
phage Ecoli inh – E. coli growth loss with phage present. growth absorbance. inhibition, % at 11.9 µM. 0.26% of 360,000 active. AID 651602; in the data active = inhibition above about 11%
SUMO Mot1 rescue – inhibitors of SUMOylation pathway: yeast Mot1-301 growth rescue. S. cerevisiae Mot1-301 growth rescue, ATP luminescence, 38.5C; percent above DMSO median, 100 means doubled. growth rescue, % at 18.8 µM. 1% of 320,000 active. AID 2716;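 active = every valid replicate shows activation above 250% relative to neutral control wells; inactive = the rest, any valid replicate at or below 250%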;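 note: OY570 slx delta 5 strain wells were the positive control but not used for scaling; some compounds called inactive have numbers as strong as hits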
AddAB inh – less growth of phage-infected E. coli with AddAB; E. coli expressing H. pylori AddAB, absorbance growth; inhibition, % at 11.9 µM; 0.29% of 330,000 active; AID 435030; in the data active = inhibition above about 12%;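 note: 0% = vehicle wells of infected cells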
PKA-R2B act – activates the human PKA-R2B holoenzyme complex; P22694+P31323; PKA-R2B holoenzyme dissociation, Cy5-IP20 fluorescence polarization; R2B truncated from residue 108, S112A mutant; 0% DMSO only, 100% 113 µM cGMP; activation, % at 11.4 µM; 0.079% of 340,000 active;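 active = activation above a cutoff set at the mean over all compounds plus 3 SD, cut at about 18% in these data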;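 note: higher means more holoenzyme dissociation and a rise in polarization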
CDK5 p35 inh – blocks human CDK5/p35 kinase activity; AID 488839; Recombinant CDK5/p35, ADP-Glo luminescence, 60 min; 0.01% of 330,000 active; Q00535+Q15078; inhibition, % at 10 µM;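 active = highest replicate inhibition of at least 50% and at least 75% of replicates reaching 50%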;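 note: plate controls were DMSO neutral control for no effect and GW8510 at 10 µM for full effect; many of its hits are not listed in these tables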
* = called active by the depositor; i = inactive; · = no result given. Rows are unselected; 2.3% or so of the library scored in one or more.

SMILES | Tat export inh | DAGLB inh | PKA-R1A act | HTR5A inv ag | HTR5A ag ctr | Ecoli viability | phage Ecoli inh | SUMO Mot1 rescue | AddAB inh | PKA-R2B act | CDK5 p35 inh
COc1cc(OC)cc(C(=O)OC(C)C(=O)NC2CCCc3ccccc32)c1 (stereo unspecified) | 1 | -4 | -6 | -9 | 4 | -1.9 | 0.1 | · | -0.8 | 8 | -0.3
COc1ccc(CCNC(=O)CSc2ccccn2)cc1OC | -3 | 3 | 2 | -17 | -5 | 0.7 | 3.5 | 14 | -0.6 | -2 | -0.7
COc1ccc(OCc2cc(C(=O)N3CCCC(OC)C3)no2)c2ccccc12 (stereo unspecified) | -1 | 2 | -3 | -17 | 5 | -1.1 | 0.4 | -15 | 2.0 | -3 | -1.7
CCOC(CNC(=O)CN1C(=O)COc2ccc(S(=O)(=O)N3CCOCC3)cc21)OCC | 9 | 2 | 6 | -7 | 0 | 1.4 | 0.5 | · | 2.6 | -9 | -3.9
CCN(CC(=O)NCc1cccs1)C(=O)c1ccc([N+](=O)[O-])o1 | 12 | 1 | 8 | 8 | -6 | 1.5 | 4.5 | -3 | 2.2 | -4 | -0.3
Cc1ccc(S(=O)(=O)N2CCC(C(=O)C3C(=O)CCCC3=O)CC2)cc1 | -6 | 0 | 10 | 3 | -1 | -1.2 | 5.0 | 12 | 1.4 | -4 | 1.2
CCOc1cc(/C=C2\CCn3c2nc2cc(Cl)ccc2c3=O)ccc1O | -1 | -2 | 2 | -13 | 4 | -3.2 | -2.5 | -13 | -0.4 | -5 | 0.4
COc1cc(Cn2c(N)c(C#N)c3nc4ccccc4nc32)cc(OC)c1 | -4 | -2 | -11 | -23 | 3 | -0.3 | 3.3 | 12 | 1.4 | -10 | -1.4
Cc1ccc(SCC(=O)Nc2cc([N+](=O)[O-])ccc2O)cc1 | -19 | 10 | -11 | 12 | -5 | 3.0 | 7.2 | 5 | 3.0 | 1 | 0.7
Cc1cc(C)n(-c2nc3sc4c(c3c3nnc(SCC(N)=O)n23)CC(C)(C)OC4)n1 | 8 | 0 | 14 | -20 | 5 | · | 2.4 | · | · | 10 | -0.6
O=C(NCCc1ccccc1)C1CCN(Cc2cccc3ccccc23)CC1 | 5 | 1 | -4 | 4 | -1 | 0.5 | 0.4 | 11 | 1.6 | -2 | 1.1
Cc1ccc(NC(=S)N/N=C2\CC3CC=CC23)c(C)c1 (stereo unspecified) | -4 | 3 | -8 | -4 | -4 | 0.2 | 4.4 | 9 | -0.7 | -5 | 2.3
COc1ccc(Nc2ncnc3sc(C)cc23)cc1 | 1 | 3 | 3 | 6 | 4 | -1.5 | · | -13 | -0.8 | 2 | 0.0
CSc1ccccc1NC(=O)CN(C)C(=O)COc1ncnc2ccccc12 | 7 | 0 | -13 | -19 | 8 | 0.5 | -2.1 | 12 | -0.8 | -7 | 0.3
Cc1ccc(-c2nc(SCC(=O)c3c(N)n(C4CC4)c(=O)[nH]c3=O)n[nH]2)cc1 | -8 | -2 | -12 | 4 | -2 | -0.7 | 0.9 | 11 | -1.7 | 5 | -2.3
O=C(Cn1cncn1)N/N=C/c1ccncc1 | -10 | -9 | 7 | -50 | 9 | -0.2 | -0.7 | 215 | 5.0 | 2 | -3.2
CC(Sc1nncs1)C(=O)NC1CCCCC1C (stereo unspecified) | -7 | 0 | -5 | 11 | 2 | -0.3 | 3.4 | 7 | 3.2 | 9 | 1.1
Cc1ccc(C2=NOC3(CC(=O)N(c4ccc(C)cc4)C3=O)C2)cc1 (stereo unspecified) | 19 | -3 | 0 | 4 | -2 | 4.7 | 3.1 | -29 | 5.2 | 7 | 0.5
COCCOC(=O)/C(=C/c1ccc(OC(=O)c2ccccc2)cc1)C(C)=O | -4 | -3 | 1 | -7 | 2 | 4.4 | · | 170 | 3.0 | 2 | 0.5
CN(C)CCCN(CCCNC(=O)/C=N/O)Cc1ccccc1 | -12 | 1 | 13 | 36 | 6 | 1.3 | 3.6 | -4 | 2.7 | 3 | 3.1
CC(C)c1ccc(C(=O)CC2(O)C(=O)N(CN3CCOCC3)c3ccccc32)cc1 (stereo unspecified) | 28 | -7 | -7 | 15 | -5 | -1.3 | 3.8 | -5 | 5.0 | -16 | 0.4
COc1cc2c(c(OC)c1OC)C(c1ccc3c(c1)OCO3)CC(=O)O2 (stereo unspecified) | -3 | -2 | -1 | -8 | 2 | -0.9 | -0.6 | · | -1.2 | 0 | 0.4
O=C(O)c1cccc(NC2=C(n3nnc4ccccc43)C(=O)c3ccccc3C2=O)c1 | -1 | 0 | 0 | -6 | 2 | 1.4 | 2.3 | · | 2.3 | 2 | 3.3
O=[N+]([O-])c1cccnc1Oc1ccccc1F | -2 | -1 | -11 | 17 | 1 | -1.7 | 2.2 | 7 | 0.4 | 4 | -2.0
CCOC(=O)C(C)N1C(=O)S/C(=C/c2cc(C)n(-c3ccccn3)c2C)C1=O (stereo unspecified) | 9 | -11 | 7 | 22 | -1 | 0.4 | 2.8 | -12 | -0.7 | -1 | -2.7
SMILES | Tat export inh | DAGLB inh | PKA-R1A act | HTR5A inv ag | HTR5A ag ctr | Ecoli viability | phage Ecoli inh | SUMO Mot1 rescue | AddAB inh | PKA-R2B act | CDK5 p35 inh
COc1ccc(CCN2C(=O)CCC2(C)C(=O)NCc2cccnc2)cc1OC (stereo unspecified) | -4 | 2 | -2 | 17 | 0 | 2.3 | 2.2 | 16 | 3.0 | -1 | 0.2
COC(=O)c1ccccc1NC(=O)CNC(=O)c1ccc(OC)c(OC)c1 | 0 | 1 | -3 | -8 | 3 | 1.3 | 0.8 | · | 0.7 | -14 | -2.9
CC(=O)c1ccc(N2CCN(S(=O)(=O)c3cc4[nH]c(=O)c(=O)[nH]c4cc3C)CC2)cc1 | -10 | -1 | 0 | 5 | -2 | -4.9 | 1.4 | · | 0.6 | -5 | -1.1
CCOc1ccc2nc(NC(=O)C3CCCN(S(=O)(=O)c4c(C)noc4C)C3)sc2c1 (stereo unspecified) | 4 | 3 | -7 | -6 | 2 | 1.0 | 2.0 | 4 | 3.2 | 1 | -0.7
COC(=O)/C=C(\C)NC(=O)c1ccccc1Cl | -15 | -3 | 1 | -39 | 5 | 1.7 | 0.9 | 107 | 1.0 | 11 | 0.4
O=C(NCCCn1ccnc1)c1ccc(Cl)cc1 | -4 | -3 | -2 | 6 | -6 | -1.0 | 0.6 | 574* | 2.6 | -1 | -0.4
Cc1cc(C)c(NC(=S)NC(CO)(CO)CO)c(C)c1 | -1 | -2 | 4 | -5 | 2 | -0.3 | 3.9 | -2 | -0.7 | -14 | -1.9
CC(C)(C)n1nnnc1C(c1cccnc1)N1CCN(C(=O)c2ccco2)CC1 (stereo unspecified) | 13 | 1 | 2 | 2 | 3 | 3.7 | -1.3 | 6 | 3.7 | -3 | 2.7
CC(OC(=O)c1ccc(-c2ccc([N+](=O)[O-])cc2)o1)C(=O)NC(N)=O (stereo unspecified) | -1 | 2 | -5 | -5 | 2 | -3.1 | 0.1 | 8 | 2.2 | 2 | 0.4
Cc1ccc2cccc(OCCCOc3ccccc3F)c2n1 | 16 | -8 | 2 | 6 | 7 | 1.0 | 0.2 | 20 | 1.9 | 2 | -2.9
O=C(Cn1nnc(-c2ccccc2F)n1)Nc1cccc2ncccc12 | 1 | 1 | 6 | 12 | 0 | -1.1 | 3.0 | 7 | 2.4 | -3 | 3.0
Fc1cc(Br)cc(F)c1NC(=S)N1CCOCC1 | -6 | -2 | 6 | 8 | -2 | 0.7 | 0.5 | -4 | -0.2 | 4 | -1.3
Nc1ccc(N2CCN(c3cccc(Cl)c3)CC2)cc1 | -3 | 18 | 9 | -9 | 3 | 0.5 | 1.4 | 145 | 1.5 | -9 | 3.0
CCOc1ccc(S(=O)(=O)N2Cc3ccccc3CC2C(=O)NCCCn2ccnc2)cc1 (stereo unspecified) | 3 | 1 | -1 | -12 | 6 | -1.8 | 1.4 | -12 | 0.0 | 9 | -2.8
COc1ccc(Cl)cc1C(=O)N1CCC2(CC1)CC(=O)c1ccccc1O2 | -1 | -1 | 3 | -9 | 4 | -2.5 | 1.9 | 181 | -0.2 | -6 | -2.2
CCOC(=O)N1CCN(c2ccc([N+](=O)[O-])cc2)CC1 | -4 | -3 | -2 | -2 | 0 | 2.2 | -2.1 | -20 | 4.9 | 6 | -1.0
CC1(C)CC(=O)C=C(NCCN2CCN(C(=O)Nc3ccc(Cl)cc3)CC2)C1 | 8 | 2 | -3 | -2 | -1 | 1.9 | 1.8 | -7 | -1.7 | 2 | -0.1
COc1ccc([C@@H](C)NC(=O)c2ccc3oc(C(C)C)nc3c2)cc1 | -1 | 0 | -2 | -5 | 9 | -1.1 | -0.2 | -10 | 1.7 | -1 | -1.5
CCn1c(N)nc2c1c(=O)n(C)c(=O)n2C | 2 | 1 | -6 | -40 | 14 | 0.0 | 2.1 | i | 0.6 | -3 | 1.1
COc1cccc(SCc2noc(C(=O)NCCN(C)C)c2C(=O)NCCN(C)C)c1 | -4 | -3 | 3 | -16 | 6 | -1.0 | -0.9 | 5 | 0.9 | -11 | -1.0
COc1ccccc1NS(=O)(=O)c1ccc(C(=O)NCCCn2ccnc2)cc1 | -4 | 5 | 0 | 26 | 5 | 4.0 | 5.2 | -14 | 1.6 | 7 | -0.5
COc1cccc(-n2nc(C(=O)Nc3ccc4c(c3)OCO4)c3ccccc3c2=O)c1 | -8 | 0 | 7 | -22 | 8 | 0.9 | · | 16 | 3.5 | 4 | 1.2
Cc1csc2cc(-c3cccc([N+](=O)[O-])c3)c(-c3cccc([N+](=O)[O-])c3)c[n+]12 | 5 | -1 | -7 | -12 | -2 | -1.8 | 2.3 | -2 | 0.9 | -3 | -1.3
COc1cccc(-n2c(CCn3nc(C)c([N+](=O)[O-])c3C)n[nH]c2=S)c1 | -8 | -1 | 10 | -12 | 3 | 0.3 | 2.7 | -5 | 6.1 | -5 | 0.8
C/C(=N\NC(=O)CNc1cccc(C(F)(F)F)c1)c1ccc(Br)cc1 | -15 | -5 | -12 | -13 | 4 | -1.6 | 3.9 | 2 | 1.8 | -4 | -2.2
CC1CCCC(C(=O)O)N1C(=O)CCSSCCC(=O)N1C(C)CCCC1C(=O)O (stereo unspecified) | -5 | -1 | -9 | 1 | 3 | 0.9 | 2.0 | -1 | 3.6 | -11 | -0.4
Cc1cc(C(F)(F)F)n2nc(-c3cnn(C)c3C(F)(F)F)c(Cl)c2n1 | -12 | -3 | -4 | 12 | -1 | -0.1 | 2.8 | 8 | 1.8 | -7 | -2.5
Cc1cc(C(=O)Nc2cccc(S(=O)(=O)N3CCOCC3)c2)c2ccccc2n1 | 8 | -2 | 1 | 4 | -1 | 1.9 | 2.5 | -5 | 1.9 | 8 | -0.4
O=C(Cn1cnc2c(OCc3ccccc3)ncnc21)NCCCn1ccnc1 | -6 | 1 | -12 | · | · | -1.4 | 1.5 | -13 | 2.0 | -2 | 1.2

Source: PubChem BioAssay
